Screening data (PubChem BioAssay)
M1 ag parental – nonselective activator or artifact in parental CHO-K1 cells. Fluo-8 calcium fluorescence; scaled to maximal ATP response, vehicle zero. 360,000 tested, 0.48% active. AID 602248. activation, % at 3 µM; in the data active = activation above about 15%;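 note: untransfected CHO-K1 host cells lacking M1 receptor as counterscreen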
CHO parental Ca – counter-screen for OX1R antagonists: effect in parental CHO cells; parental CHO-K1, ATP-induced calcium, Fluo-8 fluorescence; inhibition, % at 5.6 µM; 330,000 tested, 0.63% active; AID 463079;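 active = inhibition above that plate's mean sample inhibition plus 3 SD, cut at about 26% in these data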;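 note: 0% = ATP-challenged DMSO wells and 100% = DMSO wells without ATP; some compounds past the cut are filed as inactive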
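Material – parental CHO cells · Reagent – ATP stimulus · Compound – single nominal dose of 5.6 µM per compound · Detection – Fluo-8 fluorescence · Read-out basis – percent inhibition of calcium signal · Controls – ATP-challenged DMSO wells low, unchallenged DMSO wells high · Repeats – no replicates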
M1 antag – blocks human M1 muscarinic receptor; CHO-K1 hM1, Fluo-8 calcium fluorescence, ACh EC80 antagonist; inhibition, % at 3 µM; 360,000 tested, 1.3% active; AID 588852;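 active = percent inhibition above its own plate's cutoff, namely the mean of that plate's compound wells plus 3 SD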;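 note: peak over basal fluorescence ratio during 140 s after agonist addition; 0% = ACh EC80 plus DMSO and 100% = DMSO alone without agonist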
Target sequence (P11229 whole entry, looked up): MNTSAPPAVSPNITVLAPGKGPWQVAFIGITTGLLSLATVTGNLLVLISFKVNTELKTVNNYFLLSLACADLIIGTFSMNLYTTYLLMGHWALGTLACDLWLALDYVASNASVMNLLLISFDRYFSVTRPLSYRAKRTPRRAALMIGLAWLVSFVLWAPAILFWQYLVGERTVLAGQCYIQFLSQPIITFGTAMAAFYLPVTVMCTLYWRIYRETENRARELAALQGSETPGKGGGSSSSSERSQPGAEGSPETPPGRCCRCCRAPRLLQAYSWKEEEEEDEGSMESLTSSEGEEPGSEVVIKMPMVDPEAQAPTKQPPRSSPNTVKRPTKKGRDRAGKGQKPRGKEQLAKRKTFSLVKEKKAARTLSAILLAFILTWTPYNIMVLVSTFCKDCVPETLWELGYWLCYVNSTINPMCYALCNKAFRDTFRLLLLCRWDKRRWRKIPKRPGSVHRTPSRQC
TAAR1 antag – human TAAR1 antagonism; CHO RD-HGA16 TAAR1, Fluo-8 calcium fluorescence, antagonist; inhibition, % at 3 µM; 360,000 tested, 1.5% active; AID 624466;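 active = inhibition above a per-plate cutoff, the mean inhibition of test compounds on that plate plus 3 SD, cut at about 49% in these data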;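 note: 0% = DMSO plus EC80 beta-PEA response and 100% = DMSO alone without agonist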
Target sequence (Q96RJ0 whole entry, looked up): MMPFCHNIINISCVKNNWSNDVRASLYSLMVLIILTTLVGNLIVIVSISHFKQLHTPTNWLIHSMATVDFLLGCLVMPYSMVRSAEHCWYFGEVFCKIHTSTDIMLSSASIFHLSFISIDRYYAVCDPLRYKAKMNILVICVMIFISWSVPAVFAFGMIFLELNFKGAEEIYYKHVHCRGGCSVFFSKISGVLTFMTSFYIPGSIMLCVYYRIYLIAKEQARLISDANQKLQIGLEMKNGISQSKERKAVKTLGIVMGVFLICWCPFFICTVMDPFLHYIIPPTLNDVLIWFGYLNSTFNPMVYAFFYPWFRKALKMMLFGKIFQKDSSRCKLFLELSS
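Assay system: CHO-derived RD-HGA16 cells stably expressing human TAAR1 plus Gα16. Timing: 140 s kinetic read after compound, 140 s after agonist. Technique: kinetic Fluo-8 calcium fluorescence measurement. Measure: % inhibition of agonist calcium response.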
TAAR1 ag – agonists of human TAAR1; Q96RJ0; CHO RD-HGA16 TAAR1, Fluo-8 calcium fluorescence; vehicle wells 0%, saturating PEA agonist 100%; activation, % at 3 µM; 360,000 tested, 0.99% active;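 active = activation above the mean activation of all test compounds in the run plus 3 SD, cut at about 38% in these data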
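Test system: RD-HGA16 (CHO) cells co-expressing Gα16 and hTAAR1 / Benchmarks: DMSO vehicle as 0%, PEA at EC100 as 100% / Repeats: no replicates (n 1) / Measure: % activation from peak over basal fluorescence ratio, DMSO-to-PEA scaled / Timing: 17-24 h plating, Fluo-8 75 min 37 °C, 30 min RT / Technique: kinetic Fluo-8 calcium fluorescence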
M1 PAM parental – counter-screen for M1 PAMs: effect in parental CHO-K1 cells | ATP EC20, Fluo-8 calcium fluorescence; 0% at ATP EC20, 100% at ATP max | activation, % at 3 µM | 360,000 tested, 0.02% active;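 active = activation above the run cutoff, the mean activation of all test compounds plus 3 SD, cut at about 40% in these data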;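 note: peak over basal fluorescence ratio in a 140 s read after ATP addition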
CHO-K1 Ca antag – M1 antagonist counterscreen hit in parental CHO-K1 cells; ATP-induced calcium, Fluo-8 fluorescence; 360,000 tested, 0.6% active; inhibition, % at 3 µM;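 active = inhibition above a per-plate cutoff, the plate's mean sample inhibition plus 3 SD, cut at about 24% in these data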;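 note: 0% = DMSO plus EC80 ATP and 100% = DMSO alone without ATP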
M1 PAM – potentiates human M1 receptor response to acetylcholine. P11229. CHO-K1 hM1, Fluo-8 calcium fluorescence, ACh EC20; 0% = ACh EC20, 100% = maximal ACh. activation, % at 3 µM. 360,000 tested, 0.088% active. AID 588819; in the data active = activation above about 19%, passing the limit was not always enough
CHRM1 agonist – activates human CHRM1 receptor; P11229; CHO-K1 hM1, Fluo-8 calcium fluorescence, agonist mode; 0% DMSO, 100% acetylcholine EC100; activation, % at 3 µM; 360,000 tested, 0.33% active; AID 588814;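 active = activation above the run's mean compound activation plus 3 SD, cut at about 16% in these data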;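 note: peak over basal fluorescence ratio within a 140 s kinetic read after compound addition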
* marks the source's active call; other numbers are inactive results; . = not tested or not shown.

1) Cc1ccc(NCC(O)Cn2cnc3c2c(=O)n(C)c(=O)n3C)cc1 (stereo not drawn)
2) OC1(c2ccc(F)cc2)CSC(=Nc2cccnc2)N1Cc1ccco1 (stereo not drawn)
3) CN(C)C(=O)c1ccc(NC(=O)CN2C(=O)NC3(CCCc4ccccc43)C2=O)cc1 (stereo not drawn)
4) CCC(C)NC(=O)CSc1nc2n[nH]c(C)c2c(=N)n1-c1ccc(OC)cc1 (stereo not drawn)
5) C(=C\c1ccccc1)/CN1CCN(C(c2ccnc3ccccc23)c2nnnn2C2CCCC2)CC1 (stereo not drawn)
6) O=C1CCCCC1Sc1nnc(Cc2cccs2)n1CCc1ccccc1 (stereo not drawn)
7) O=C(CN1CCC(C(=O)c2ccc(F)cc2)CC1)NCc1ccccc1F
8) C=CCN(Cc1nc(-c2ccccc2)no1)C(=O)c1ccco1

compound no.	1	2	3	4	5	6	7	8
M1 ag parental	1.5	5.4	-0.2	-0.9	-0.4	0.9	4.9	-0.2
CHO parental Ca	5	-3	-5	-10	.	-41	-11	-9
M1 antag	-2	4	-1	-9	70*	-5	-6	-1
TAAR1 antag	1	18	-8	-6	8	15	0	0
TAAR1 ag	2	2	-1	4	-1	5	3	2
M1 PAM parental	-21	16	21	5	-4	13	15	5
CHO-K1 Ca antag	4	-17	3	-7	-3	-2	-13	-10
M1 PAM	3	-2	-1	-2	-26	0	4	2
CHRM1 agonist	0	-4	-2	-7	-6	-3	-6	-8

9) CC(C)CC1CCCCC1OC(=O)CN1CCCCC1 (stereo not drawn)
10) Cc1ccc(CN2CCN(/N=C\C(Br)=C\c3ccccc3)CC2)cc1
11) C/C(N)=C(/C#N)C(=O)CSc1nc2ccccc2c(=O)n1-c1ccc(C)c(Cl)c1
12) Cn1c(=O)c2[nH]c(Nc3ccccc3)nc2n(C)c1=O
13) Clc1ccc(SCc2cc(N3CCOCC3)nc(-c3ccccn3)n2)cc1
14) COc1cc(Cl)cc(C(=O)O)c1OCC(=O)O
15) C[C@H](NC(=O)c1ccco1)C(=O)NNC(=O)c1ccc(F)cc1
16) COc1ccc(-c2cc(C(=O)OC(C)C(=O)Nc3c(C)n(C)n(-c4ccccc4)c3=O)c3ccccc3n2)cc1 (stereo not drawn)

compound no.	9	10	11	12	13	14	15	16
M1 ag parental	0.6	0.8	0.7	0.3	0.5	0.4	-0.1	3.1
CHO parental Ca	-19	-13	-5	-1	-35	-6	-1	-21
M1 antag	-8	-8	-1	11	-3	2	10	9
TAAR1 antag	-6	-36	6	33	-14	7	-31	3
TAAR1 ag	1	2	4	74*	2	0	4	6
M1 PAM parental	25	22	25	2	-6	15	4	11
CHO-K1 Ca antag	-10	-1	-14	-1	15	2	-3	1
M1 PAM	-19	1	-1	-6	4	2	-6	-8
CHRM1 agonist	-16	-9	-2	0	-12	-8	0	-5

17) CCc1cccc(NC(=O)C2CCN(S(=O)(=O)c3cccs3)CC2)c1
18) COc1ccc(Nc2cc(C)nc(-n3nc(C)cc3C)n2)cc1
19) COc1cccc(C(=O)N/N=C(\C)c2ccc(NC(=O)Cc3ccccc3)cc2)c1OC
20) COc1ccc(Cl)cc1Cn1c(C)c(C(=O)NCc2cccc([N+](=O)[O-])c2)sc1=O
21) COc1ccc(S(=O)(=O)N2CCCCC2)cc1NC(=O)CN1C(=O)NC(C)(C2CC2)C1=O (stereo not drawn)
22) CCCCOC(=O)Nc1ccc(S(=O)(=O)Nc2ccc([N+](=O)[O-])cc2)cc1
23) CCCCCCN[C@H]1CCC2C3CC=C4C[C@@H](O)CC[C@]4(C)C3CC[C@@]21C (stereo partly drawn)
24) O=C(Cn1nnc(-c2ccccc2F)n1)Nc1ccc2c(c1)OCCO2

compound no.	17	18	19	20	21	22	23	24
M1 ag parental	5.7	0.1	0.7	2.1	0.7	3.6	4.6	0.8
CHO parental Ca	-10	-4	.	.	4	-4	-14	-17
M1 antag	-11	-13	0	80*	-8	1	90*	3
TAAR1 antag	36	5	-33	21	5	1	-9	-2
TAAR1 ag	12	12	-3	2	1	21	14	6
M1 PAM parental	-11	19	4	26	16	28	14	0
CHO-K1 Ca antag	-15	-35	-5	-17	-12	-14	-11	-11
M1 PAM	-4	9	-1	-32	6	1	-30	5
CHRM1 agonist	-2	-2	-2	-11	-4	0	-4	-1

Eleven entries from above, in markdown.
| no. | smiles | M1 ag parental | CHO parental Ca | M1 antag | TAAR1 antag | TAAR1 ag | M1 PAM parental | CHO-K1 Ca antag | M1 PAM | CHRM1 agonist |
| --- | --- | --- | --- | --- | --- | --- | --- | --- | --- | --- |
| 14 | COc1cc(Cl)cc(C(=O)O)c1OCC(=O)O | 0.4 | -6 | 2 | 7 | 0 | 15 | 2 | 2 | -8 |
| 15 | C[C@H](NC(=O)c1ccco1)C(=O)NNC(=O)c1ccc(F)cc1 | -0.1 | -1 | 10 | -31 | 4 | 4 | -3 | -6 | 0 |
| 16 | COc1ccc(-c2cc(C(=O)OC(C)C(=O)Nc3c(C)n(C)n(-c4ccccc4)c3=O)c3ccccc3n2)cc1 (stereo not drawn) | 3.1 | -21 | 9 | 3 | 6 | 11 | 1 | -8 | -5 |
| 17 | CCc1cccc(NC(=O)C2CCN(S(=O)(=O)c3cccs3)CC2)c1 | 5.7 | -10 | -11 | 36 | 12 | -11 | -15 | -4 | -2 |
| 18 | COc1ccc(Nc2cc(C)nc(-n3nc(C)cc3C)n2)cc1 | 0.1 | -4 | -13 | 5 | 12 | 19 | -35 | 9 | -2 |
| 19 | COc1cccc(C(=O)N/N=C(\C)c2ccc(NC(=O)Cc3ccccc3)cc2)c1OC | 0.7 | . | 0 | -33 | -3 | 4 | -5 | -1 | -2 |
| 20 | COc1ccc(Cl)cc1Cn1c(C)c(C(=O)NCc2cccc([N+](=O)[O-])c2)sc1=O | 2.1 | . | 80* | 21 | 2 | 26 | -17 | -32 | -11 |
| 21 | COc1ccc(S(=O)(=O)N2CCCCC2)cc1NC(=O)CN1C(=O)NC(C)(C2CC2)C1=O (stereo not drawn) | 0.7 | 4 | -8 | 5 | 1 | 16 | -12 | 6 | -4 |
| 22 | CCCCOC(=O)Nc1ccc(S(=O)(=O)Nc2ccc([N+](=O)[O-])cc2)cc1 | 3.6 | -4 | 1 | 1 | 21 | 28 | -14 | 1 | 0 |
| 23 | CCCCCCN[C@H]1CCC2C3CC=C4C[C@@H](O)CC[C@]4(C)C3CC[C@@]21C (stereo partly drawn) | 4.6 | -14 | 90* | -9 | 14 | 14 | -11 | -30 | -4 |
| 24 | O=C(Cn1nnc(-c2ccccc2F)n1)Nc1ccc2c(c1)OCCO2 | 0.8 | -17 | 3 | -2 | 6 | 0 | -11 | 5 | -1 |

New compounds follow:
25) CC(C(=O)NC(=O)NC1CCCCC1)N1CCN(c2ccc(O)cc2)CC1 (stereo not drawn)
26) O=C(CSCc1ccccc1)N/N=C/c1cc2c(cc1Br)OCO2
27) CCCc1[nH]nc2c1C(c1ccccc1OC)C(C#N)=C(N)O2 (stereo not drawn)
28) CC1CCCC(NC(=O)COC(=O)Cc2ccsc2)C1C (stereo not drawn)
29) COc1ccc(C(=O)N/C(=C\c2ccccc2)C(=O)N2CCOCC2)cc1
30) Cc1ccc(N(C(C)C(=O)O)S(=O)(=O)c2c(C)[nH]c(=O)[nH]c2=O)cc1 (stereo not drawn)
31) C/C=C(\C)C(=O)NCCN1C2=NC[C@@H](C)N2C[C@@H]1Cc1ccc(OC)cc1
32) Cc1ccc(Nc2nnc(SCC(=O)NCCN3C(=O)CSC3=O)s2)cc1

compound no.	25	26	27	28	29	30	31	32
M1 ag parental	0.3	7.2	-0.5	0.0	0.8	0.7	0.6	9.0
CHO parental Ca	-15	3	0	-7	-3	-2	3	-3
M1 antag	-9	24	-10	2	-14	-15	17	-7
TAAR1 antag	1	28	-13	5	-30	-2	-3	2
TAAR1 ag	0	13	4	1	1	1	8	11
M1 PAM parental	18	-3	14	5	5	7	25	21
CHO-K1 Ca antag	-16	8	-2	-2	-17	-5	-11	2
M1 PAM	9	-12	14	1	8	14	-24	11
CHRM1 agonist	-4	1	1	-3	-2	-1	-13	-9

33) COc1cc(C(=O)N2CCCCC2c2cc(C(=O)NC(C)C)no2)cc(OC)c1C (stereo not drawn)
34) CCc1nnc(NC(=O)c2n[nH]c(=O)c3ccccc23)s1
35) O=C(N/N=C/c1ccccc1O)c1ccc2c(c1)OCO2
36) COc1ccccc1C(=O)NN=C1CCN(Cc2ccccc2)CC1
37) CC(=O)c1ccccc1OC(=O)CCN1C(=O)C2C3C=CC(C4CC34)C2C1=O (stereo not drawn)
38) COc1ccc(/C=C/C(=O)OCC(=O)NCCc2ccccc2)c(OC)c1
39) CC1=NOC(=O)/C1=C\c1ccc(-c2cccc(Cl)c2)o1
40) COc1ccc(NC(=O)CSCc2ccccc2C)cc1

compound no.	33	34	35	36	37	38	39	40
M1 ag parental	1.9	0.5	0.5	0.6	2.1	-0.2	3.6	1.2
CHO parental Ca	.	-11	-3	-2	-12	-16	0	-10
M1 antag	-8	4	-16	0	0	-11	24	-4
TAAR1 antag	-7	-18	-15	-6	-9	3	.	-7
TAAR1 ag	5	6	16	-1	10	3	.	5
M1 PAM parental	-10	20	4	21	16	9	13	22
CHO-K1 Ca antag	1	-15	-10	-16	-1	-5	15	-13
M1 PAM	1	1	11	5	8	3	9	8
CHRM1 agonist	-7	0	-1	-7	-6	-2	10	-6

41) CC(C)(C(=O)c1ccccc1)/[N+]([O-])=C/c1ccc(Br)cc1
42) COc1ccc2nc(NC(=O)c3ccc(NS(=O)(=O)c4cccs4)cc3)sc2c1
43) CCOc1ccc(Cc2nnc(SCC(=O)Nc3c(C)cccc3C)[nH]c2=O)cc1
44) COc1ccnc(Oc2cc(Cl)cc(Cl)c2)c1C#N
45) O=C(NC(=S)N1CCN(c2ccc([N+](=O)[O-])cc2)CC1)c1ccccc1Cl
46) COc1cc(CN2CCN(c3cccc(C)c3C)CC2)cc(OC)c1O
47) CCS(=O)(=O)c1ccc2oc(Nc3ccccc3C)nc2c1
48) CCOc1cccc(-c2nn3c(-c4cc(C)[nH]n4)nnc3s2)c1
49) O=C(COC(=O)CCC(=O)Nc1nccs1)NCc1ccco1
50) CC(NC(=O)c1cc(F)c(F)cc1Cl)c1ccncc1 (stereo not drawn)
51) CCCCC(=O)NCCNc1nc2c(c(=O)n(C)c(=O)n2C)n1Cc1ccccc1

compound no.	41	42	43	44	45	46	47	48	49	50	51
M1 ag parental	-0.2	-0.2	0.1	0.0	1.5	1.0	0.6	1.5	-0.2	0.7	0.4
CHO parental Ca	-10	-16	-10	-29	-4	-2	0	-7	8	8	-3
M1 antag	-4	2	-6	-1	7	-3	-11	-13	-2	-17	-12
TAAR1 antag	.	-6	7	8	17	7	8	0	-9	-13	4
TAAR1 ag	.	2	2	3	2	20	3	15	14	0	3
M1 PAM parental	-12	-5	-7	16	21	14	18	21	1	25	17
CHO-K1 Ca antag	7	24	21	-10	7	2	-14	-12	0	-20	-21
M1 PAM	2	-3	10	0	-4	8	6	7	10	14	13
CHRM1 agonist	-6	-2	1	-11	-8	-4	-3	-3	-1	-2	-4
